AT treatment: potential ataxia-telangiectasia treatment | AID 485349 | 320,000 compounds, 0.19% hits | […] A-T fibroblasts, KAP-1 phosphorylation AlphaLISA; neocarzinostatin DNA damage 30 min before lysis | Potency, µM (doses to about 57.5 µM), without a hit: at the top dose activation, usual class: activators; further: potency means the concentration at half of the fitted maximal effect; % of control where 0% means no effect; nearly all actives have a fitted effect of over 45% in size
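hTERT-immortalized A-T patient fibroblasts ([…]), 500 cells/well in OPTI-MEM, 1% FBS, got compounds for 60 min, then NCS for 30 min at 37C. Lysates were then assayed for phospho-KAP-1 by AlphaLISA (anti-pKAP1 donor, anti-KAP1 acceptor beads), 6 hr at 25C.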
Mito fusion yeast: inhibitors of mitochondrial division or activators of mitochondrial fusion; S. cerevisiae fusion-defective mutant growth rescue, CellTiterGlo 48 h; Potency, µM (titrated, usually from 46.1 µM), for inactives: top-dose growth rescue (activation), most hits filed as activators; 320,000 compounds, 0.23% hits;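 further: potency means the concentration at half of the fitted maximal effect; % of control where 0% means no effect; nearly all actives have a fitted effect of over 45% in size; temperature-sensitive fusion mutants such as fzo1-1 at 37 °C on non-fermentable ethanol glycerol medium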
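Growth-rescue viability read-out: after 48 h at the non-permissive 37C in glycerol/ethanol YPEG, yeast mitochondrial fusion mutants are measured by CellTiterGlo luminescence; compounds (23 nl pinned per well) restoring growth score as division inhibitors or fusion activators.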
TSG101-PTAP inh: blocks PTAP/TSG101 interaction to inhibit HIV-1 budding. Q99816. Fluorescence polarization, FITC-PTAP peptide / Tsg101 binding. Potency, µM (titrated, usually from 115 µM), inactives show top-dose activity change, negative = inhibition, actives largely listed as inhibitors. 340,000 tested, under 10 active; active means well fitted inhibition curve with a large enough effect in the main read-out, with a control signal flat, not every such curve was filed as active; inconclusive means small, poorly fitted or top-dose-only effect, or effect the other way, or a change in a side signal; inactive means no such curve, though single readings can be large or run the other way; further: potency means the concentration at half of the fitted maximal effect; % of control where 0% means no effect
Target sequence (Q99816 whole entry, looked up): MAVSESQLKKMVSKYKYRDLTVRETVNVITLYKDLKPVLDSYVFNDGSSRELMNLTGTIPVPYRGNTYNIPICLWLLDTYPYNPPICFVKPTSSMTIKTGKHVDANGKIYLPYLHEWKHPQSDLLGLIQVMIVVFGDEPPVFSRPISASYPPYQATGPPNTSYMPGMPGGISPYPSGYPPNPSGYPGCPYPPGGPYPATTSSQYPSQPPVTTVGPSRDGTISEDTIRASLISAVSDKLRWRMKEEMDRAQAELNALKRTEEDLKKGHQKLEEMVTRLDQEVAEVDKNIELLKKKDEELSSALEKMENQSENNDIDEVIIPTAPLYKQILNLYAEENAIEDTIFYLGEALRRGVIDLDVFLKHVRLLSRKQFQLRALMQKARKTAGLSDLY
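Tsg101 binding domain (10 uM final) was mixed with compound and a FITC-labeled PTAP peptide (50 nM final) in HEPES pH 7.5 buffer with NaCl, Tween 20, EDTA and TCEP; fluorescence polarization was read after 20 min at r.t.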
Integrin act MD: integrin-mediated muscular dystrophy alleviation activation; Potency, µM (top dose mostly 38.3 µM), inactives show at the top dose activation, most hits filed as activators; AID 624291; 350,000 compounds, 0.064% hits; alpha7betagal myoblasts, beta-gal FDG fluorescence, 48 h;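 further: potency means the concentration at half of the fitted maximal effect; 100% = response of the positive control SU9516; nearly all actives have a fitted effect of over 60% in size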
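Alpha7betagal+/- myoblasts (passage 13) were plated 16-24 hr, then exposed to compounds (1:260 dilution of DMSO stock) for 48 hours at 37C. After MPER lysis, β-galactosidase reporter activity was read as FDG fluorescence (ex 480/em 540) after 30 minutes.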
ELG1 repair inh: inhibitors of ELG1-dependent DNA repair in HEK293T cells. HEK293T ELG1-luciferase reporter, luminescence, 16 h; DNA damage induced by 5-fluorouridine. AID 504467. 330,000 compounds, 2.3% hits. Potency, µM (series often up to 46.1 µM), for inactives: top-dose activity change, negative = inhibition, actives largely listed as inhibitors; further: potency means the concentration at half of the fitted maximal effect; on the % scale 0 is the no-effect control and ±100 the full control effect; nearly all actives have a fitted effect of over 55% in size
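5-Fluorouridine DNA damage + compound/DMSO, 2,000 cells/well, 16 h, 37 °C/5% CO2. ONE-Glo, 30 min RT, luminescence. Readout = decrease in reporter signal.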
TCR activator: T cell receptor activation. primary human leukocytes, anti-CD3, IL-2 HTRF, 48 h. Potency, µM (titrated, usually from 9.22 µM), inactives show top-dose activation of IL-2 secretion, most hits filed as activators. AID 504894. 330,000 tested, under 10 active; further: % of control where 0% means no effect
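Compounds are tested in HTS on primary human leukocytes co-incubated with a-CD3 beads for 48 hr. IL-2 output is measured by time-resolved FRET.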
Eya2 phos inh: inhibitors of human Eya2 phosphatase activity | O00167 | recombinant Eya2, OMFP fluorescence dephosphorylation (OMFP is methylfluorescein phosphate) | Potency, µM (top dose mostly 76.9 µM), for the others: at the top dose activity, negative = inhibition, most hits filed as inhibitors | 330,000 compounds, 0.006% hits | AID 488837; further: potency means the concentration at half of the fitted maximal effect; on the % scale 0 is the no-effect control and ±100 the full control effect
Target sequence (O00167 whole entry, looked up): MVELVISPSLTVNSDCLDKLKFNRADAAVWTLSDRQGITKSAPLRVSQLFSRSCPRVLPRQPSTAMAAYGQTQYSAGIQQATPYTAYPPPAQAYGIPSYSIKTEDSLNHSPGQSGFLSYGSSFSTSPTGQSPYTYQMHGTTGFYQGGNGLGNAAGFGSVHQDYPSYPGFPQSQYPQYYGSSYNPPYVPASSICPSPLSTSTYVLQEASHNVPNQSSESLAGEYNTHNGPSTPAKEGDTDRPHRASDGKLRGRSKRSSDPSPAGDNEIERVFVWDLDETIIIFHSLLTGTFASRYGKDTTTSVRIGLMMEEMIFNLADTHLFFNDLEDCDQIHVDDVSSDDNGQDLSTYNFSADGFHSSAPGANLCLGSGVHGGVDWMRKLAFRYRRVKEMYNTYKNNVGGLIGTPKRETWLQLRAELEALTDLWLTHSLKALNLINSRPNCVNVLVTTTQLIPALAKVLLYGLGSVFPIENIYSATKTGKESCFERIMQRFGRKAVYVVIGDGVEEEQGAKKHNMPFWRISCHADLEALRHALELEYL
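Eya2 protein (added as 0.2 uM solution) was preincubated with compound for 10 min at ambient temperature in 50 mM HEPES pH 7.5, 50 mM NaCl, 5 uM MgCl2, 0.05% BSA, 1 mM DTT. OMFP (added at 50 uM) then reacted 10 min; fluorescence read at 485/525 nm.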
BCR signal inh: blocks chronic active B-cell receptor signaling; ABC-DLBCL IkBa-CBG/CBR reporter, luminescence ratio, 4 h; AID 493014; Potency, µM (top dose mostly 46.1 µM), without a hit: at the highest dose ratio change, negative = lower green/red ratio, hits mostly inhibitors; 340,000 compounds, 0.05% hits; active means well fitted inhibition curve with a large enough effect in the signal ratio, with a control signal flat, not every such curve was filed as active; inconclusive means small, poorly fitted or top-dose-only effect, or effect the other way, or a change in a side signal; the % refers to the signal ratio;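 further: potency means the concentration at half of the fitted maximal effect; plate controls were basal doxycycline-induced cells for no effect and cells given 10 µM MG132 for full effect; MG132 reads +100%, hits lower the ratio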
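TMD8 ABC-DLBCL cells carrying doxycycline-inducible green luciferase fused to IkappaBalpha plus unfused red luciferase were exposed to compounds (up to 46 uM) for 4 hrs at 37C. Activity came from the overlap-corrected green/red luminescence ratio.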
Tb PFK block: blocks T. brucei phosphofructokinase. T. brucei PFK, ADP-Glo luminescence. Potency, µM (series often up to 57.5 µM), for inactives: at the top dose activity, negative = inhibition, hits mostly inhibitors. 330,000 compounds, 0.17% hits. AID 485367;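 further: potency means the concentration at half of the fitted maximal effect; 0% = uninhibited 1x PFK enzyme wells and -100% = no-enzyme wells; nearly all actives have a fitted effect of over 60% in size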
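ADP-Glo luminescence quantified ADP after 45 min at room temperature, with 1.25 nM T. brucei PFK, 0.1 mM ATP and 0.5 mM fructose-6-phosphate in pH 8.0 TEA buffer. qHTS titrations up to 57 µM; curves classified by quality.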
ASM inhibitor: inhibitors of human secretory acid sphingomyelinase; Potency, µM (titrated, usually from 57.5 µM), for inactives: at the top dose activity change, negative = inhibition, hits mostly inhibitors; placental ASM, HMU-PC fluorogenic substrate, 60 min; 340,000 compounds, 0.006% hits; P17405; further: potency means the concentration at half of the fitted maximal effect
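Fluorogenic HMU-PC substrate (9 uM final) is turned over by placental ASM in 60 min at 37 C after a 10 min compound preincubation. Reaction ended by alkaline stop (pH 10), with fluorescence read at 386/447 nm.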
TSHR antag: antagonists of human thyroid stimulating hormone receptor | 330,000 compounds, 0.2% hits | activity change, negative = inhibition, % at 11.5 µM | AID 504810 | TSHR-expressing cells, TSH-stimulated cAMP HTRF, 2 h; stronger effect = lower value;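 active means activity change below a set negative limit, meaning inhibition stronger than a set level, cut at about -70% in these data; inconclusive means activity change between two set negative limits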; further: on the % scale 0 is the no-effect control and ±100 the full control effect
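Antagonism was scored as loss of TSH-driven cAMP in TSHR cells, stimulated with 4nM TSH (EC80) for 2 hours at 37 deg C and detected by homogeneous HTRF competition immunoassay.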
Starred values were filed as active, the others as inactive; i = inactive; ? = inconclusive; / = not tested or not shown; [ ] = another dose, or the depositor's remark. Unless noted, the call rests on the fitted dose curve; in most records, active means well fitted curve in the direction sought with a large enough effect; inconclusive means small, poorly fitted or top-dose-only effect, or another doubt; inactive means no such curve, though single readings can be large; an effect the other way counts as inactive or inconclusive. Rows are unselected, and some 3.2% of all compounds hit somewhere here.

SMILES	AT treatment	Mito fusion yeast	TSG101-PTAP inh	Integrin act MD	ELG1 repair inh	TCR activator	Eya2 phos inh	BCR signal inh	Tb PFK block	ASM inhibitor	TSHR antag
O=S(=O)(Nc1cccc2ncccc12)c1cccs1	32%	-6%	-1%	-49%[inhibitor]	4.1µM*	0%	8%	?	6%	6%	-2
CCOc1ccc(OCC)c(NC(=O)CSc2nnnn2CC)c1	2%	-1%	-2%	19%	-11%	-4%[46.1 µM]	5%	11%	-3%	1%	-3
CCN(CCCc1ccccc1)CCCc1ccccc1	-2%	-1%	0%	/	-20%	-8%	-3%	-5%	-8%	-3%	4
CCc1c(C#N)sc(C(N)=O)c1CC	11%	0%	1%	31%	10µM*	3%	?	2%	-1%	0%	5
O=C(Nc1cccc(-c2ccc3nncn3n2)c1)c1ccco1	-1%	-2%	-1%	-20%	-25%	2%	-11%	-1%	-17%	-1%	3
CCOC(=O)c1c(C)[nH]c(C)c1C(=O)CSc1nc2ccccc2c(=O)n1-c1ccc(C)cc1	-2%	7%	-2%	11%	?	1%[46.1 µM]	4%	3%	1%	3%	7
O=C(NCCc1ccc(F)cc1)C(=O)Nc1cc2c3c(c1)CC(=O)N3CCC2	-9%	-23%	-5%	22%	-24%	-1%	5%	1%	-4%	-2%	8
CCOc1ccc(C(NC(=O)CC)c2c(O)ccc3ccccc23)cc1 (configuration not stated)	7%	-5%	-7%	-33%	-13%	-2%	-18%	-10%	1%	45%[activator]	-12
O=C(COc1ccc([N+](=O)[O-])cc1)N(Cc1ccccc1)Cc1ccccc1	7%	?	2%	15%	?	3%[46.1 µM]	0%	-1%	-2%	1%	-7
COC(=O)C1(C)NC(c2ccc(Cl)cc2)C2C(=O)N(c3ccccc3)C(=O)C21 (configuration not stated)	7%	4%	-5%	-1%	6%	0%	-9%	4%	4%	5%	30
CCOC(=O)c1cc[n+](CC(=O)c2ccc(F)cc2)cc1	10%	0%	-6%	-7%	1%	-1%[46.1 µM]	-2%	2%	0%	-1%	9
CN(CC(=O)Nc1ccc(F)cc1)C(=O)C1CCN(C(=O)Nc2ccccc2)CC1	2%	0%	0%	-13%	11%	/	16%	0%	-1%	2%	11
Cc1cccc(C)c1NC(=S)N(Cc1cccnc1)Cc1ccccc1Cl	-2%	9%	-3%	24%	-4%	-3%	-10%	-15%	-3%	-2%	-5
CC(C)NC(=O)c1onc(CSc2ccc(F)c(F)c2)c1C(=O)O	0%	3%	0%	-9%	3%	2%	10%	?	4%	8%	16
C/C=C/c1ccc(OCCCCNCc2ccco2)c(OC)c1	1%	0%	-3%	-65%[inhibitor]	-2%	-3%	0%	-2%	-1%	-4%	5
O=C(/C(=C(\[O-])c1ccccc1)[n+]1ccc2ccccc2c1)c1ccc(Cl)cc1	-1%	20%	-8%	-10%	?	-1%[46.1 µM]	8%	-1%	0%	-3%	20
C=CCOC(=O)C1=C(C)Nc2[nH]c(=O)[nH]c(=O)c2C1c1ccccc1 (configuration not stated)	-2%	2%	1%	-19%	7%	-3%	-3%	-9%	-6%	-3%	1
Cc1ccc(/C=N/Nc2nnc(Cl)c3ccccc23)cc1	3%	29%	-3%	-41%[inhibitor]	?	-1%[46.1 µM]	-2%	-14%	-4%	19%	-26
Cc1cccn2c(=O)c3cc(C(=O)N4CCN(C(=O)c5ccco5)CC4)n(C)c3nc12	?	3%	-4%	-17%	?	-4%	4%	10%	5%	i	-15
CCOC(=O)[C@H]1[C@H]2COc3ccc(OC)cc3[C@@H]2N2C(=O)c3cc(OC)c(OC)cc3NC(=O)[C@@]12C	8%	-4%	0%	-10%	19%	2%	1%	-10%	0%	11%	-1
CC(C)(C)OC(=O)N1Cc2ccccc2C[C@H]1C(=O)NC1CCCC1	8%	4%	3%	?	-2%	1%	0%	0%	0%	5%	-1
CN(CCOc1ccccc1)C(=O)c1ccc(F)c(S(=O)(=O)N2CCOCC2)c1	-4%	0%	-2%	-11%	0%	-10%	4%	3%	-3%	/	-4
CC(C)NC(=O)Nc1cccc2c1O[C@H](CN(C)S(=O)(=O)c1ccc(F)cc1)[C@@H](C)CN([C@H](C)CO)C2=O	13%	/	1%	-10%	-3%	0%	-9%	0%	0%	1%	1
O=C1C=C(c2ccc(C(=O)O)c(Cl)c2)C[C@@H](c2ccc3c(c2)OCO3)C1	-2%	/	-8%	-4%	?	-1%	-25%	0%	8%	7%	-20
CCOc1ccccc1Oc1coc2cc(O)ccc2c1=O	-1%	3%	0%	-7%	?	-1%	12%	-3%	0%	93%[activator]	9
O=S(=O)(O)CCN1CCOCC1	1%	1%	-2%	8%	-10%	1%	-1%	2%	1%	1%	0
CN(N=Nc1ccc([N+](=O)[O-])cc1)c1ccccc1	9%	-6%	?	3%	?	2%[46.1 µM]	-6%	?	0%	-13%	-14
CN(CC(=O)Nc1ccc(F)cc1)C(=O)COC(=O)Cc1c(F)cccc1Cl	-11%	2%	0%	24%	12%	-5%	-15%	3%	9%	12%	12
CCOc1ccc(S(=O)(=O)/N=C(/Nc2ccc(C(C)=O)cc2)c2ccccc2)cc1	8%	/	0%	0%	?	-1%[46.1 µM]	-23%	?	3%	-4%	-18
NC1(C#Cc2ccc3oc(=O)c(-n4cc(-c5ccsc5)nn4)cc3c2)CCCCC1	-13%	-3%	4%	0%	-1%	-3%	1%	7%	-1%	3%	5
O=C(Cc1ccc(Br)cc1)N1CCN(c2ccccn2)CC1	0%	20%	0%	2%	24%	2%[46.1 µM]	12%	0%	5%	0%	11
O=C(c1noc2c1CCc1ccccc1-2)N1CCc2ccccc2C1	10%	9%	/	/	?	/	-34%	?	-9%	/	/
CCCCC1CC(CSc2ncn[nH]2)OC1=O (configuration not stated)	9%	1%	-3%	8%	2%	-2%	-2%	0%	2%	3%	2
COc1cccc(C2=CC(=O)C[C@H](c3ccc(OC)c(OC)c3)C2)c1	2%	17%	-1%	-37%	?	2%	-4%	0%	0%	3%	7
COc1ccc(CNC(=O)CSc2nnc(-c3ccc(NC(C)=O)cc3)n2C)cc1	/	0%	-3%	5%[7.66 µM]	/	-3%	/	/	/	0%	/
CCOC(=O)N1CCN(c2cc(N)c([N+](=O)[O-])cc2F)CC1	-9%	3%	-5%	-31%	0%	2%	-9%	-6%	3%	-13%	29
COCc1ccc(C(=O)N2CCCC(Nc3ccc(C(C)C)cc3)C2)o1 (configuration not stated)	5%	6%	-1%	-14%	-5%	-6%	-5%	-1%	0%	2%	-10
CN(C(=O)c1nn(C)c2c1CS(=O)(=O)c1ccccc1-2)c1cccc(Cl)c1	6%	2%	-3%	1%	3%	4%	3%	-7%	3%	0%	-11

Sorted by value in Integrin act MD (rising): three from the list above
Structure | Integrin act MD
CCOC(=O)N1CCN(c2cc(N)c([N+](=O)[O-])cc2F)CC1 | -31%
CN(CCOc1ccccc1)C(=O)c1ccc(F)c(S(=O)(=O)N2CCOCC2)c1 | -11%
CC(C)NC(=O)Nc1cccc2c1O[C@H](CN(C)S(=O)(=O)c1ccc(F)cc1)[C@@H](C)CN([C@H](C)CO)C2=O | -10%
